# HCV inhibitor: blocks hepatitis C virus; actives 3.4% (n = 340,000); Potency, µM (titrated, usually from 41.8 µM), without a hit: at the top dose activity change, negative = inhibition, most hits filed as inhibitors; AID 651820; Huh7.5.1 HCVcc-Cre infection, luciferase reporter, 44 h; also: potency is read from the fitted curve at half-maximal effect; % is scaled to controls: 0 for no effect and ±100 for the full control effect
#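 1,000 cells/well; 4 h culture; + compound; + HCVcc-Cre (~0.5 moi); 44 h; luciferase substrate, RT 15 min; read 15 sec.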
# Shiga inhibitor: Shiga toxin inhibition | actives 9.2% (n = 290,000) | Vero cells, Shiga toxin protein synthesis inhibition reporter | AID 2315 | inhibition, % at 38.7 µM; in the data active = inhibition mostly above about 28%, no sharp cut-off; inactive = mostly below about 43%; also: 0% is about no effect
# Cycloheximide cs: counter-screen hit for Shiga toxin inhibitors, cycloheximide; cell reporter, cycloheximide protein synthesis inhibition counterscreen; max response, %; actives 12% (n = 300,000); AID 2314; in the data active = max response mostly above about 13%, no sharp cut-off; inactive = mostly below about 14%; also: read at 38.3 µM for the half of the compounds with a filed dose; 0% is about no effect
# Pf growth 96h: P. falciparum growth inhibition at 96 hours; P. falciparum luciferase reporter growth, 96 h; Potency, µM (doses to about 28.7 µM), for inactives: at the top dose activity change, negative = inhibition, hits mostly inhibitors; actives 6.9% (n = 320,000); AID 504834; also: potency is read from the fitted curve at half-maximal effect; % is scaled to controls: 0 for no effect and ±100 for the full control effect
#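 Two-generation exposure (96 h) targets delayed-death phenotype. Reporter parasites carrying integrated firefly luciferase, in red cells at 2% hematocrit and 0.05% parasitemia final, kept at 37 C, 5% CO2; luminescence loss indicates inhibition.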
# Pf growth 48h: inhibits P. falciparum growth in the first generation, 48 h; P. falciparum luciferase growth in erythrocytes, 48 h; Potency, µM (highest dose often 28.7 µM), for inactives: top-dose activity change, negative = inhibition, usual class: inhibitors; actives 5.9% (n = 310,000); AID 504832; also: potency is read from the fitted curve at half-maximal effect; % is scaled to controls: 0 for no effect and ±100 for the full control effect
#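 Luminescence readout; reporter = integrated firefly luciferase in P. falciparum. RBC culture at 2% hematocrit, 0.1% parasitemia final, 37 C/5% CO2; decreased signal taken as growth inhibition.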
# FBPA Giardia inh: blocks Giardia fructose-bisphosphate aldolase activity; Potency, µM (highest dose often 59.6 µM), for inactives: top-dose activity, negative = inhibition, usual class: inhibitors; actives 0.71% (n = 290,000); purified Giardia FBPA; AID 2451; also: potency is read from the fitted curve at half-maximal effect; % is scaled to controls: 0 for no effect and ±100 for the full control effect; nearly all actives have a fitted effect of over 55% in size
# Target sequence (A8B2U2 whole entry, looked up): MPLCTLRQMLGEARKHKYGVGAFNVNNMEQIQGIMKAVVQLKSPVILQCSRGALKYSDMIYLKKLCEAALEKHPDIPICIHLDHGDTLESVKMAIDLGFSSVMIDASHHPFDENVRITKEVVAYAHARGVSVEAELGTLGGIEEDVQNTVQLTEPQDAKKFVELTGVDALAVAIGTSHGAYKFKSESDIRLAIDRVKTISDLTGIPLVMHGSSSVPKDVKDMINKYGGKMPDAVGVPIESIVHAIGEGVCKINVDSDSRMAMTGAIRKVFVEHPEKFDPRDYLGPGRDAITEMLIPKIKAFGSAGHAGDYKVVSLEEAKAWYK
#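 40 nM FBPA preincubated 10 min at RT with compound (up to 57.5 uM final), then substrate plus GAPDH/TPI/NAD/arsenate coupling and diaphorase/resazurin added. Fluorescence read after 20 min at RT, 525/598 nm.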
# An asterisk follows results filed as active; ? = inconclusive; · = no result given; & = joins results of further samples; [ ] = remark or other dose. Unless noted, calls follow the shape of the dose curve; as a rule, active = well fitted curve in the direction sought with a large enough effect; inconclusive = small, poorly fitted or top-dose-only effect, or another doubt; inactive = no such curve, though single readings can be large; an effect the other way counts as inactive or inconclusive.
compound	Shiga inhibitor	FBPA Giardia inh	Cycloheximide cs	Pf growth 48h	HCV inhibitor	Pf growth 96h
CN(C)CCN(C(=O)c1ccc2c(c1)OCCO2)c1nc2ccc(Cl)cc2s1	36	-4%	27*	46%[activator]	?	?
COc1ccc(S(=O)(=O)N2CCC(C(=O)N3CCc4ccccc4C3)CC2)cc1Cl	23	1%	28*	·	-9%	?
Cc1ccc(CNC(=O)COC(=O)CCCOc2ccc(Cl)cc2Cl)cc1	-1	8%	2	10%	-1%	42%[activator]
Nc1cc(N)nc(SCCN2CCCCC2)n1	-11	-6%	-2	-10%	12%	?
Cc1cc(-c2c(C)[nH]n(-c3ccc(Cl)cc3)c2=O)n(-c2ccccc2)n1	-16	21%	1	28%	19%	5%
O/N=C/c1ccc(-c2ccccc2OC(F)(F)F)o1	-3	-9%	-1	0%	?	18%
Cc1ccc(C(=O)OCC(=O)NC(=O)Cc2ccccc2)c(O)c1	-1	-13%	5	1%	5%	-1%
CCOc1ccc(CC(=O)Nc2c(C(N)=O)oc3ccc(Br)cc23)cc1OCC	-5	3%	-2	·	1%	12µM*
COc1ccc(C(=O)Nc2ccc(F)cc2F)cc1OC	-13	3%	13	31%[activator]	3%	?
CCN(Cc1ccccc1)C(c1ccccn1)c1nnnn1C(C)(C)CC (stereo unspecified)	-14	-6%	-6	?	13%	23%
CCOc1ccc(CC(=O)Nc2nccs2)cc1	12	0%	20*	3%	20%	32%[activator]
COC(=O)c1cc(-n2cccc2)ccc1N1CCOCC1	-9	4%	2	7%	6%	4%
CC1=C(C(=O)OC(C)C)C(/C=C/c2ccccc2)NC(=O)N1 (stereo unspecified)	29	2%	-3	-3%	6%	13%
Cc1ccccc1-n1ncc2c1CC(C)(C)CC2NC(=O)c1cn[nH]c1C (stereo unspecified)	-5	·	-2	-5%	8%	?
O=C(COc1ccccc1)Nc1c(Cl)ccc2nsnc12	-4	6%	-3	26%	2%	0%
COc1cccc(-c2nc3c(c(=O)[nH]c(=O)n3Cc3ccccc3)n2CCO)c1OC(F)F	2	-5%	-2	?	-1%	?
C=CCNc1oc(-c2ccco2)nc1S(=O)(=O)c1ccccc1	10	-1%	9	-13%	-2%	?
C=CCn1c(C)cc(C(=O)CSc2nnc(C3CC3)n2C2CC2)c1C	·	·	·	45%[activator]	?	-1%
Cc1cc(N)n(-c2ccccc2)n1	21	3%	13	12%	17%	199%[activator]
CCOC(=O)COc1nc(Nc2ccccc2C)nc(N(C)C)n1	34	2%	11	-16%	-1%	?
CCn1cc(C(=O)O)c(=O)c2cc3c(cc21)OCO3	14	6%	-2	-2%&-25%	2%[8.37 µM]	-12%&-25%
Nc1c(C(=O)NC2CCCCC2)c2nc3ccccc3nc2n1/N=C/c1ccco1	-11	-2%	-4	15%	·	9.3µM*
COCCN(C(=O)CSc1nnc(-c2ccc(C)cc2)n1N)c1c(N)n(Cc2ccccc2)c(=O)[nH]c1=O	-8	·	-1	12%	25%	-4%
CCCc1cc(=O)[nH]c(SCC(=O)Nc2ccc(Br)cc2Br)n1	7	12%	-1	39%[activator]	9%	9%
COCCCN1CCN(c2nnc3n2-c2sc(Br)cc2C(c2ccccc2Cl)=NC3)CC1	-4	-1%	-1	?	19%	?
CC(C)(C)n1nc2c(c1NC(=O)Cc1cccc3ccccc13)CS(=O)(=O)C2	-7	-15%	-2	-2%	14%	-16%
COc1ccccc1NS(=O)(=O)c1cccc(NC(=O)NCCCl)c1	8	-20%	1	0%	10%	12µM*
O=c1oc(C2(O)CCCCC2)cc2ccc(/C=C/c3ccc(F)cc3)cc12	·	·	·	?	?	?
Cc1ccc(NC(=S)NNC(=S)Nc2cccc(C(F)(F)F)c2)cc1	23	-6%	-2	?	?	?
Cc1c(NC(=O)COC(=O)C2=COCCO2)cccc1[N+](=O)[O-]	·	·	·	27%	6%	63%[activator]
CC(=O)N1N=C(c2cccc(Cl)c2)OC1c1ccc(C(C)C)cc1 (stereo unspecified)	31	3%	23*	·	-7%	1%
O=C(/C=C/c1ccccc1Cl)Nc1ccc(-c2nnc3n2CCCCC3)cc1	-1	8%	-1	-11%	8%	?
CC1CCN(C(=O)c2ccc([N+](=O)[O-])o2)CC1	-5	-2%	-2	?	?	-67%
CC(C)CNC(=S)N1CCC(C(=O)c2ccc3c(c2)OCCO3)CC1	20	-1%	8	-9%	?	37%[activator]
CCCNc1sc(S(=O)(=O)CCC)nc1S(=O)(=O)c1ccc(C)cc1	26	-6%	10	?	-15%	58%[5.75 µM]
Cc1cc2c(=O)n(Cc3ccco3)c(SCC(=O)NCc3ccco3)nc2s1	1	1%	-2	?	3.5µM*	·
Cc1nn(C)c(Cl)c1/C=N/OC(=O)c1ccc(F)cc1	2	-1%	9	-3%	-3%	46%[activator]
CCOC(=O)c1ccccc1N/C=C1\CCCC1=O	11	-3%	-2	11%	?	-1%
COc1ccc(NC2CCCN(C(=O)COc3ccc(Cl)cc3C)C2)cc1OC (stereo unspecified)	-7	·	7	-26%	-25%	?
CCOc1ccc(C(=O)CCC(=O)N2CCN(S(=O)(=O)c3cccc(F)c3)CC2)cc1	·	·	·	?	?	?
CC(C)(C)NC(=O)COC(=O)c1ccc(S(=O)(=O)N2CCCC2)cc1	-1	2%	-5	-16%	24%	23%
COc1ccc(Nc2nccc(-c3ccc([N+](=O)[O-])cc3)n2)cc1	3	10%	0	0%	?	-26%
COc1ccc(CNC(=O)c2noc(C)c2[N+](=O)[O-])cc1	-15	1%	6	-23%	-2%	52%[activator]
CC(C)(C)c1ccc(OCCC(=O)OCC(=O)NC2CCS(=O)(=O)C2)cc1 (stereo unspecified)	·	·	·	29%	8%	22%
O=C(Nc1nccs1)c1ccccc1Br	30	-27%	28*	50%[activator]	-3%	?
CSc1nnc2ccc(-c3cccs3)nn12	-2	1%	11	-21%	-5%	-11%
Cc1ccsc1C(=O)C1CCCN(Cc2cnn(C)c2)C1 (stereo unspecified)	1	0%	-2	-1%	8%	?
NC(=O)C1(N2CCCCC2)CCN(C(=S)Nc2cccc(Cl)c2)CC1	2	2%	1	-5%	0%	28%
Cc1ccc(S(=O)(=O)Oc2ccccc2N2C(=O)C3CC=CCC3C2=O)cc1 (stereo unspecified)	-18	4%	0	0%	15%	?
CCSc1nc(N)c2c3c(sc2n1)CCC3	61*	0%	21*	17%	-8%	12%

# More results:
compound	Shiga inhibitor	FBPA Giardia inh	Cycloheximide cs	Pf growth 48h	HCV inhibitor	Pf growth 96h
COc1ccc(CCNc2c(N)n(Cc3ccccc3)c(=O)[nH]c2=O)cc1OC	-15	-6%	-3	?	10%&14%	22%
O=C1OC(Nc2ccc3c(c2)OCO3)c2ccccc21 (stereo unspecified)	14	-12%	14	?	?	4%
CC(C)(C)CC(=O)NCCc1csc(-c2ccccc2)n1	34*	-2%	22*	-2%	-11%	43%[activator]
COc1ccc(Cl)cc1S(=O)(=O)N(C)CC(=O)NCCCn1ccnc1	-5	·	-7	16%	24%	34%[activator]
CCN(CC)CCNC(=O)c1cc2c(=O)n(C)c3ccccc3c2s1	22	5%	-8	-38%	?	19%
COc1cccc(C(=O)N2CCN(Cc3ccccn3)CC2)c1OC	2	?	10	0%	11%	-12%
Cc1[nH]c2ccccc2c1CCNCc1ccco1	2	-23%	1	-13%	18%	50%[activator]
Cc1ccn2c(NC(C)(C)C)c(-c3cccs3)nc2c1	-4	-4%	3	-23%	?	13%
COc1ccc(C(C)NC(=O)CC23CC4CC(CC(C4)C2)C3)cc1 (stereo unspecified)	·	12%	-1	?	2%	1%
CCOC(=O)COc1c(Br)cc(/C=C2\SC(=O)N(CC(=O)N3CCCC3)C2=O)cc1OC	-9	-3%	-5	·	6%	?

# No new results follow: 17 of the compounds above.
compound	Shiga inhibitor	FBPA Giardia inh	Cycloheximide cs	Pf growth 48h	HCV inhibitor	Pf growth 96h
CC(C)(C)c1ccc(OCCC(=O)OCC(=O)NC2CCS(=O)(=O)C2)cc1 (stereo unspecified)	·	·	·	29%	8%	22%
O=C(Nc1nccs1)c1ccccc1Br	30	-27%	28*	50%[activator]	-3%	?
CSc1nnc2ccc(-c3cccs3)nn12	-2	1%	11	-21%	-5%	-11%
Cc1ccsc1C(=O)C1CCCN(Cc2cnn(C)c2)C1 (stereo unspecified)	1	0%	-2	-1%	8%	?
NC(=O)C1(N2CCCCC2)CCN(C(=S)Nc2cccc(Cl)c2)CC1	2	2%	1	-5%	0%	28%
Cc1ccc(S(=O)(=O)Oc2ccccc2N2C(=O)C3CC=CCC3C2=O)cc1 (stereo unspecified)	-18	4%	0	0%	15%	?
CCSc1nc(N)c2c3c(sc2n1)CCC3	61*	0%	21*	17%	-8%	12%
COc1ccc(CCNc2c(N)n(Cc3ccccc3)c(=O)[nH]c2=O)cc1OC	-15	-6%	-3	?	10%&14%	22%
O=C1OC(Nc2ccc3c(c2)OCO3)c2ccccc21 (stereo unspecified)	14	-12%	14	?	?	4%
CC(C)(C)CC(=O)NCCc1csc(-c2ccccc2)n1	34*	-2%	22*	-2%	-11%	43%[activator]
COc1ccc(Cl)cc1S(=O)(=O)N(C)CC(=O)NCCCn1ccnc1	-5	·	-7	16%	24%	34%[activator]
CCN(CC)CCNC(=O)c1cc2c(=O)n(C)c3ccccc3c2s1	22	5%	-8	-38%	?	19%
COc1cccc(C(=O)N2CCN(Cc3ccccn3)CC2)c1OC	2	?	10	0%	11%	-12%
Cc1[nH]c2ccccc2c1CCNCc1ccco1	2	-23%	1	-13%	18%	50%[activator]
Cc1ccn2c(NC(C)(C)C)c(-c3cccs3)nc2c1	-4	-4%	3	-23%	?	13%
COc1ccc(C(C)NC(=O)CC23CC4CC(CC(C4)C2)C3)cc1 (stereo unspecified)	·	12%	-1	?	2%	1%
CCOC(=O)COc1c(Br)cc(/C=C2\SC(=O)N(CC(=O)N3CCCC3)C2=O)cc1OC	-9	-3%	-5	·	6%	?

# Compound activity from PubChem BioAssay.

# Rows were taken by chance, and some 24% of all compounds hit somewhere here.
